From PubChem BioAssay
NCI-60 one-dose screen, 48 h, at 10 µM unless noted. Numbers give growth in % (100 = growth as untreated, 0 = no growth, -100 = all killed).
BT-549: BT-549 breast cancer; hit rate 4.4% among 78,000; AID 1794793
MDA-MB-231: MDA-MB-231 breast cancer | hit rate 5% among 81,000
SR: SR leukemia cells | AID 1794780 | hit rate 8.7% among 73,000
MCF7: MCF7 breast cancer | hit rate 6.3% among 82,000 | AID 1794796
MOLT-4: MOLT-4 leukemia cells. hit rate 6.9% among 80,000. AID 1794779
MDA-MB-468: MDA-MB-468 breast cancer; AID 2202374; hit rate 8.5% among 78,000
K-562: K-562 leukemia | hit rate 7.4% among 78,000
MDA-MB-435: MDA-MB-435 melanoma; hit rate 7.8% among 82,000
* = called active by the depositor; · = no result given; [ ] = another dose, or the depositor's remark. How the source made its calls: active means growth percent below 10; inactive means the rest.

SMILES	BT-549	MDA-MB-231	SR	MCF7	MOLT-4	MDA-MB-468	K-562	MDA-MB-435
O=C1/C(=C/c2ccc(O)cc2)Oc2ccc(Cl)cc21	63.1	60.1	108.6	43.2	81.1	130.6	96.0	82.5
COc1ccc(SC)cc1	121.9	113.9	108.8	93.5	114.9	105.1	103.9	95.6
C/C(=N/O)c1ccc(NC(=O)Cn2nc(-c3ccccc3)nc2N)cc1	104.4	109.2	94.7	104.4	88.9	110.8	100.6	109.9
c1ccc(C(=C2CCCO2)c2ccccc2)cc1	104.3	113.6	94.6	105.6	105.4	104.3	119.6	113.2
CC(C)OCCCNc1ncnc2nc[nH]c12	95.6	99.6	106.3	100.0	·	96.6	100.0	100.7
O=C(Nc1ccc(S(=O)(=O)N2CCOCC2)cc1)C(Cl)Cl	91.1	109.2	109.4	93.9	106.1	85.7	89.8	98.3
N#CCc1ccc(Sc2ccccc2)cc1	·	111.6	102.6	98.8	94.2	105.5	111.3	109.1
CCCCN(CCCC)C(=O)CC(C)(O)c1ccccc1 (centres undefined)	128.3	109.7	88.5	95.9	107.2	94.4	106.7	106.3
O=C1C(c2cccs2)=C(c2c[nH]c3ccccc23)C(=O)N1O	110.1	91.9	97.0	101.4	96.0	111.6	·	107.3
O=C(CCCC(=O)Nc1ccccn1)Nc1ccc(N2CCN(c3ccccc3)CC2)cc1	101.0	105.7	85.5	97.1	90.5	83.6	90.5	108.9
S=C(/N=C1\NN=C(c2ccccc2)CS1)Nc1ccccc1	104.2	96.6	93.1	89.9	85.6	105.5	·	103.3
CCCCOc1nc2c(C)cccc2cc1/C=C/C(=O)c1c(O)c2ccccc2oc1=O	92.9	104.9	77.7	84.5	84.0	116.7	82.8	103.4
c1ccc2cc(N=Nc3ccc4ccccc4c3)ccc2c1	91.0	87.4	106.5	88.5	102.7	87.6	101.4	105.9
Cc1ccc(S(=O)(=O)Nc2nc(-c3ccc(Cl)cc3)c(C#N)c(N3CCCCC3)n2)cc1	·	99.5	·	90.8	·	113.9	·	111.8
CCN(CC)c1ccc2cc(C(Nc3ccc(F)cc3)c3nnnn3C(C)(C)C)c(=O)oc2c1 (centres undefined)	93.0	92.4	102.0	77.6	72.0	100.7	81.5	90.1
CCC(C)SC(=N)N (centres undefined)	116.6	105.1	102.6	105.6	109.7	105.8	109.0	108.5
COc1cccc2cc(-c3cc4ccccc4[nH]3)c(=Nc3ccc(Cl)cc3)oc12	108.2	86.6	133.0	86.1	102.7	96.8	89.8	99.5
CC(C)(C)OC(=O)NC(=O)OC(C)(C)C	108.7	119.6	·	102.3	101.8	97.3	100.6	103.3
COc1cc(C=O)ccc1Oc1ccc([N+](=O)[O-])cc1[N+](=O)[O-]	98.0	104.1	80.7	99.2	100.0	·	97.3	112.5
CCOC(=O)C(C(=O)OCC)C(=O)OCC	123.2	125.7	109.7	103.8	127.4	103.2	136.9	111.7
CCC(C)[C@@H]1NC(=O)[C@@H]2CCCN2C(=O)[C@H](Cc2ccccc2)NC(=O)[C@H](Cc2ccccc2)NC(=O)[C@H](C(C)CC)NC(=O)[C@@H]2CCCN2C(=O)[C@H](Cc2ccccc2)NC1=O (some centres undefined)	94.6	88.6	80.5	75.4	48.7	77.2	92.2	85.9
COc1cc2c(c(OC)c1OC)CCC(c1cccc(NC(=O)c3ccccc3)c1)O2 (centres undefined)	105.6	102.2	76.1	88.7	76.0	68.1	73.1	100.6
C[C@H]1[C@H](C)CC[C@]2(C)CC[C@]3(C)C(=CC[C@@H]4[C@@]5(C)CC[C@H](O)C(C)(C)[C@@H]5CC[C@]43C)[C@H]12	105.4	103.4	98.0	96.8	93.5	99.5	106.7	111.2
COc1ccc(NC(=O)c2ccc3c(c2)nc(-c2ccc(Cl)cc2)n3-c2cc(C(C)(C)C)[nH]n2)cc1	81.3	95.4	79.7	83.0	55.1	87.5	86.0	88.9
Nc1c(O)cccc1O	80.5	89.6	·	78.0	75.7	99.6	92.9	104.6

Next section; the last 2 above are carried over.
SMILES	BT-549	MDA-MB-231	SR	MCF7	MOLT-4	MDA-MB-468	K-562	MDA-MB-435
COc1ccc(NC(=O)c2ccc3c(c2)nc(-c2ccc(Cl)cc2)n3-c2cc(C(C)(C)C)[nH]n2)cc1	81.3	95.4	79.7	83.0	55.1	87.5	86.0	88.9
Nc1c(O)cccc1O	80.5	89.6	·	78.0	75.7	99.6	92.9	104.6
Cn1cc(-c2cc3nc(-c4cn(C)c5ncc(Br)cc45)cc(N)n3n2)c2cc(F)ccc21	44.9	-42.1*	-23.7*	27.0	17.4	-47.4*	21.9	39.8
C=CC1(C)CC2=CCC3C(C)(C)CCC(O)C3(C)C2CC1O (centres undefined)	109.4	91.0	69.7	92.3	49.5	99.2	90.3	106.7
Cc1[nH]c2ccccc2c1C1Cc2ccccc2N1C(=O)c1ccccc1 (centres undefined)	97.8	94.3	90.0	104.6	79.4	99.5	100.3	102.5
C[C@H](c1nc2ccccc2nc1NC(C)(C)C)[C@H]1CC[C@H]2[C@@H]3CCC4=CC(=O)CC[C@]4(C)[C@H]3CC[C@]12C	114.2	97.9	56.7	81.7	56.5	67.3	63.4	87.7
CCOC(=O)C1=C(C)NC(C)=C(C(=O)OCC)C1c1cn[nH]c1-c1ccc(OCc2ccccc2)cc1	74.0	72.8	41.5	29.6	33.1	74.3	62.5	71.7
Cc1cc(C)c(C#N)c(Sc2nc(C)c([N+](=O)[O-])c(C)c2C#N)n1	43.1	91.4	22.7	26.4	39.7	46.0	14.5	42.9
CC1=C[C@H]2c3c(c(O)c(O)c4oc5cc(O)ccc5c(=O)c34)[C@H](c3cc(O)c(O)c4oc5cc(O)ccc5c(=O)c34)[C@H]2C(C)(C)C1	31.4	50.9	24.6	15.4	25.3	34.3	6.4*	20.0
O=C1/C(=C\c2cccnc2)SC(=S)N1CCc1ccc(O)cc1	72.2	47.1	·	30.3	68.6	35.2	36.0	22.4
O=C(/C=C(O)/C=C/c1ccc(F)cc1)/C=C/c1ccc(F)cc1	92.4	95.2	82.7	80.9	82.3	110.0	91.8	94.0
O=C(CCCCC(=O)N(CCO)CCO)N(CCO)CCO	98.3	110.4	84.5	104.0	92.8	104.5	90.1	104.3
COc1cc(/C(C)=C(\c2ccc(Cl)cc2)c2ccc(OCCN(C)C)cc2)ccc1F	76.2	50.8	0.5*	31.7	42.4	45.6	8.4*	39.6
COc1ccc(CN(N=O)c2ccc(C(=O)O)cc2)cc1	108.9	108.6	76.5	94.7	85.7	119.7	90.5	118.4
O=C(Nc1ccc(Oc2ccc(F)cc2)c(Cl)c1)c1cccnn1	103.1	88.1	97.6	65.3	59.8	39.3	55.5	67.2
CC1CCCC2C1NC(=O)[C@]21N2CCC[C@@H]2[C@@H](C(=O)C2CCCCC2)[C@]12C(=O)NC1CCCCC12 (some centres undefined)	99.1[20 µM]	84.9[20 µM]	85.7[20 µM]	69.2[20 µM]	74.7[20 µM]	97.7[20 µM]	71.9[20 µM]	98.6[20 µM]
N#Cc1c(C(F)(F)F)cc(=O)[nH]c1O	107.2	101.4	96.1	97.7	103.5	98.3	95.4	102.5
C/C(=N\Nc1ccc(C(=O)O)cc1)c1cnn(-c2cc(=O)[nH]c3ccccc23)c1C	106.3	87.5	87.8	94.0	106.4	95.6	103.9	101.2
COc1ccc2oc(=O)cc(Cn3cc(Cn4c(C)cc(=O)n(Cc5cn(Cc6cc(=O)oc7ccc(OC)cc67)nn5)c4=O)nn3)c2c1	107.7	100.3	97.9	98.3	98.6	102.6	99.7	107.3
O=C(Nc1ccc(Cl)cc1)c1cc2ccccc2cc1OP(=O)(O)O	11.7	55.5	53.9	54.0	38.9	71.3	27.1	15.8
COc1cc(/C=C/C(=O)Oc2ccc(/C=C/c3cc(OC(=O)/C=C/c4cc(OC)c(O)c(OC)c4)cc(OC(=O)/C=C/c4cc(OC)c(O)c(OC)c4)c3)cc2)cc(OC)c1O	94.8	98.9	85.6	85.7	82.3	98.1	90.6	98.5
Cc1nc2cc(NC(=O)/C=C/c3ccc(Cl)cc3)ccc2c(=O)[nH]1	104.5	97.6	·	81.7	·	86.7	69.6	106.0
C=CC(=O)c1c(C)cc(C)cc1C	78.6	107.2	95.9	97.5	93.0	104.3	102.9	103.1
CCCCCCCCCCCCCCCCCCOc1ccccc1CC(=O)OCC[N+]1(C)CCCCC1	58.0	10.3	10.0	51.1	6.4*	-10.3*	22.6	57.0
CC(C)(C#N)c1cc(F)cc(C(=O)Nc2cc(Nc3ncccc3-c3ncnc4nc[nH]c34)ccc2F)c1	39.7	22.4	35.5	58.1	29.2	106.8	6.0*	48.0
CC(=O)c1sc(N2N=C(c3ccc(Cl)cc3)CC2c2cccnc2)nc1C (centres undefined)	97.7	71.9	96.5	61.4	53.4	79.6	68.0	94.9
COc1ccc(C2=Nc3c(N)nc(SC)nc3NC(c3ccc4c(c3)OCO4)C2)cc1 (centres undefined)	92.0	76.2	87.6	80.0	90.7	80.8	93.6	99.3

The listing continues.
SMILES	BT-549	MDA-MB-231	SR	MCF7	MOLT-4	MDA-MB-468	K-562	MDA-MB-435
CC[C@]12C=CCN3CC[C@@]4(c5cc(NC(=O)CCC(=O)O[C@H]6CC[C@H]7[C@@H]8CC[C@H]9CC(=O)CC[C@]9(C)[C@H]8CC[C@]67C)c(OC)cc5N(C)[C@H]4[C@@](O)(C(=O)OC)[C@@H]1OC(C)=O)[C@@H]32	58.6	83.0	24.8	48.2	17.8	73.0	41.7	76.5
C(=N\N1CCCCCC1)/c1ccc2ccccc2n1	110.6	90.6	96.5	77.3	86.7	85.7	87.7	99.0
O=C(Nc1ccc(Oc2cccc(F)c2)c(Cl)c1)c1cccnc1	48.6	60.2	23.8	19.6	40.2	-9.2*	16.2	1.6*
O=C(Nc1ccc(NC(=O)c2cc(O)c(O)c(O)c2)cc1)c1cc(O)c(O)c(O)c1	94.3	91.5	102.0	99.2	99.8	90.4	93.3	110.1
NC(N)=Nc1ccc(/C=C2\C=Cc3ccccc32)cc1	81.5	42.4	·	25.0	37.2	·	13.6	21.6
O=C(Nc1cccc(-c2nc3ccccc3c(=O)[nH]2)c1)c1ccccc1	99.4	99.7	·	91.6	92.0	91.9	97.2	100.2

By substructure: the entries above containing a Cl atom
SMILES	BT-549	MDA-MB-231	SR	MCF7	MOLT-4	MDA-MB-468	K-562	MDA-MB-435
O=C1/C(=C/c2ccc(O)cc2)Oc2ccc(Cl)cc21	63.1	60.1	108.6	43.2	81.1	130.6	96.0	82.5
O=C(Nc1ccc(S(=O)(=O)N2CCOCC2)cc1)C(Cl)Cl	91.1	109.2	109.4	93.9	106.1	85.7	89.8	98.3
Cc1ccc(S(=O)(=O)Nc2nc(-c3ccc(Cl)cc3)c(C#N)c(N3CCCCC3)n2)cc1	·	99.5	·	90.8	·	113.9	·	111.8
COc1cccc2cc(-c3cc4ccccc4[nH]3)c(=Nc3ccc(Cl)cc3)oc12	108.2	86.6	133.0	86.1	102.7	96.8	89.8	99.5
COc1ccc(NC(=O)c2ccc3c(c2)nc(-c2ccc(Cl)cc2)n3-c2cc(C(C)(C)C)[nH]n2)cc1	81.3	95.4	79.7	83.0	55.1	87.5	86.0	88.9
COc1cc(/C(C)=C(\c2ccc(Cl)cc2)c2ccc(OCCN(C)C)cc2)ccc1F	76.2	50.8	0.5*	31.7	42.4	45.6	8.4*	39.6
O=C(Nc1ccc(Oc2ccc(F)cc2)c(Cl)c1)c1cccnn1	103.1	88.1	97.6	65.3	59.8	39.3	55.5	67.2
O=C(Nc1ccc(Cl)cc1)c1cc2ccccc2cc1OP(=O)(O)O	11.7	55.5	53.9	54.0	38.9	71.3	27.1	15.8
Cc1nc2cc(NC(=O)/C=C/c3ccc(Cl)cc3)ccc2c(=O)[nH]1	104.5	97.6	·	81.7	·	86.7	69.6	106.0
CC(=O)c1sc(N2N=C(c3ccc(Cl)cc3)CC2c2cccnc2)nc1C (centres undefined)	97.7	71.9	96.5	61.4	53.4	79.6	68.0	94.9
O=C(Nc1ccc(Oc2cccc(F)c2)c(Cl)c1)c1cccnc1	48.6	60.2	23.8	19.6	40.2	-9.2*	16.2	1.6*
